# High-throughput results: PubChem, National Center for Advancing Translational Sciences (NCATS)
# GLS inhibitor = qHTS for Inhibitors of Glutaminase (GLS); Potency, µM (series often up to 45.5 µM), for inactives: at the top dose activity change, negative = inhibition, usual class: inhibitors; Glutaminase kidney isoform, mitochondrial (Homo sapiens), O94925; GLS enzymatic activity, qHTS titration; AID 624170, 2012; actives 0.21% (n = 410,000); further: potency means the concentration at half of the fitted maximal effect; on the % scale 0 is the no-effect control and ±100 the full control effect
#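 Enzyme dispensed in phosphate buffer (45 mM, pH 8.2, 0.02% Tween-20), compounds pinned in, then 1 mM L-glutamine solution and the glutamate oxidase–HRP–Amplex Red mix added; fluorescence read immediately and again after 30 min at room temperature.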
# Pin1 inhibitor = qHTS Assay to Find Inhibitors of Pin1. Peptidyl-prolyl cis-trans isomerase NIMA-interacting 1 (Homo sapiens), Q13526. Pin1 FP peptide displacement, HiFluor488, 10 min. Potency, µM (titrated, usually from 115 µM), for the others: top-dose activity, negative = inhibition, most hits filed as inhibitors. actives 0.009% (n = 390,000). AID 504891, 2011; active means well fitted inhibition curve with a large enough effect in the polarisation, with a control signal flat, not every such curve was filed as active; inconclusive means small, poorly fitted or top-dose-only effect, or effect the other way, or a change in a side signal; inactive means no such curve, though single readings can be large or run the other way; the % refers to the polarisation; further: potency means the concentration at half of the fitted maximal effect; on the % scale 0 is the no-effect control and ±100 the full control effect
# Target sequence (Q13526 whole entry, looked up): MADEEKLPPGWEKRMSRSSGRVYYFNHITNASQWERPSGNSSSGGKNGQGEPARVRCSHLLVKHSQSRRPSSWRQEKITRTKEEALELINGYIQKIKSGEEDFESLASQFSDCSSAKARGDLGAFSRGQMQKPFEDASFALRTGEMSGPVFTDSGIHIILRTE
# HP1b chromo inh = HTS for Inhibitors of HP1-beta Chromodomain Interactions with Methylated Histone Tails; Chromobox protein homolog 1 (Homo sapiens), P83916; AlphaScreen HP1-beta / biotin-H3K9me3 peptide binding; Potency, µM (doses to about 114 µM), for the others: top-dose activity change, negative = inhibition, most hits filed as inhibitors; actives 0.56% (n = 390,000); AID 540317, 2011; further: potency means the concentration at half of the fitted maximal effect; nearly all actives have a fitted effect of over 70% in size; inactives centre near 23
#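 Compound inhibition of the preformed complex between 50 nM HP1-beta and 50 nM biotinylated H3K9me3 peptide was read by AlphaScreen. Buffer was PBS pH 7.4 with 0.01% Tween-20. Incubations ran 30 min at room temperature, with 10 ug/mL donor/acceptor beads.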
# G9a inh = qHTS Assay for Inhibitors of Histone Lysine Methyltransferase G9a. G9a H3K9 monomethylation, AlphaScreen, 2 h. Potency, µM (series often up to 102 µM), for the others: top-dose activity, negative = inhibition, most hits filed as inhibitors. actives 8.8% (n = 350,000). AID 504332, 2011; further: potency means the concentration at half of the fitted maximal effect; on the % scale 0 is the no-effect control and ±100 the full control effect; nearly all actives have a fitted effect of over 75% in size
# Target sequence (Q96KQ7 913-1193 limits assumed): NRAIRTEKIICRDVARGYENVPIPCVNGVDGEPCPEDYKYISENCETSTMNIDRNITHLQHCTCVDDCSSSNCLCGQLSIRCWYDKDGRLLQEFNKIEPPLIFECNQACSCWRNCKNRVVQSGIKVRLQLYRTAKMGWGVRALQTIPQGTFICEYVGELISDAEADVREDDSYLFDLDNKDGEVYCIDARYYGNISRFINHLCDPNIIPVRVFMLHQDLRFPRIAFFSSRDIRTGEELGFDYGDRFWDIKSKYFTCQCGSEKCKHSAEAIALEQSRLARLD
#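 AlphaScreen detection with an anti-monomethyl H3K9 antibody quantified product after a 2 h room-temperature reaction containing 500 nM biotinylated H3K9 peptide, 20 µM SAM and 20 nM enzyme, which had been preincubated 15 min with compound.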
# PGK inhibitor = qHTS Assay to Find Inhibitors of Phosphoglycerate Kinase | AID 602233, 2012 | Phosphoglycerate kinase, glycosomal (Trypanosoma brucei brucei), P07378 | Potency, µM (top dose mostly 57.5 µM), for the others: at the highest dose activity change, negative = inhibition, most hits filed as inhibitors | PGK/GAPDH coupled, Kinase-Glo luminescence, 60 min | actives 0.043% (n = 380,000); further: potency means the concentration at half of the fitted maximal effect; on the % scale 0 is the no-effect control and ±100 the full control effect; nearly all actives have a fitted effect of over 60% in size
#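 Luminescent ATP detection (Kinase-Glo Plus) follows a 60-minute room-temperature incubation, with wells lacking PGK as controls. Buffer: 100 mM TEA (pH 7.6), 5 mM MgCl2, 0.01% Tween-20. Coupling enzyme GAPDH (100 nM final) supplies unstable 1,3-BPG in-well.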
# JMJD2A Tudor = qHTS Assay for Inhibitors of JMJD2A-Tudor Domain; AlphaScreen JMJD2A-Tudor / H3K4me3 peptide binding; Potency, µM (highest dose often 114 µM), for inactives: top-dose activity change, negative = inhibition, actives largely listed as inhibitors; actives 4.4% (n = 390,000); AID 504339, 2011; further: potency means the concentration at half of the fitted maximal effect; on the % scale 0 is the no-effect control and ±100 the full control effect; nearly all actives have a fitted effect of over 50% in size
# BAZ2B inh = qHTS Assay for Inhibitors of BAZ2B | AlphaScreen BAZ2B-H3K14Ac peptide displacement | Potency, µM (titrated, usually from 114 µM), without a hit: at the highest dose activity change, negative = inhibition, hits mostly inhibitors | actives 4.4% (n = 360,000) | AID 504333, 2011; further: potency means the concentration at half of the fitted maximal effect; on the % scale 0 is the no-effect control and ±100 the full control effect; nearly all actives have a fitted effect of over 60% in size
#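 Compounds, titrated to a top concentration of 110 uM, were incubated 30 min at room temperature with preformed BAZ2B/acetyl-K14 H3 peptide complex (50 nM each). Proximity signal was measured by AlphaScreen after 20 min with beads.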
# ERG-DNA inh = qHTS for Small Molecule Inhibitors of the ERG Ets/DNA interaction; Potency, µM (top dose mostly 76.9 µM), without a hit: at the highest dose FP activity, negative = inhibition, usual class: inhibitors; actives 0.028% (n = 370,000); fluorescence polarization, His-ERG Ets domain / labelled DNA; active means well fitted inhibition curve with a large enough effect in the polarisation, with a control signal flat; inconclusive means small, poorly fitted or top-dose-only effect, or effect the other way, or a change in a side signal; inactive means no such curve, though single readings can be large or run the other way; the % refers to the polarisation;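 further: polarization taken with two DNA probes labelled with fluorescein and Texas red; potency means the concentration at half of the fitted maximal effect; % of control where 0% means no effect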
#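 His-tagged ERG Ets domain (1 uM in the protein solution; 300mM KCl, 50mM Tris-HCl, 1mM EDTA, 1mM DTT, pH 7.5) received compound, then a probe mix of 5 nM fluorescein-DNA and 100nM Texas-615-DNA. Fluorescence polarization was read for both dyes.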
# PI4K2A block = qHTS for small molecular inhibitors of PI4K2A | AID 1346378, 2018 | activity change, negative = inhibition, % at 76.9 µM | actives 0.13% (n = 420,000) | Phosphatidylinositol 4-kinase type 2-alpha (Homo sapiens), Q9BTU6 | purified PI4K2A, ADP-Glo luminescence, 1 h; stronger effect = lower value; in the data active means activity change below about -50%; inconclusive means mostly about -30% to -49%;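 further: -100% = wells without enzyme as full effect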
# Target sequence (Q9BTU6 whole entry, looked up): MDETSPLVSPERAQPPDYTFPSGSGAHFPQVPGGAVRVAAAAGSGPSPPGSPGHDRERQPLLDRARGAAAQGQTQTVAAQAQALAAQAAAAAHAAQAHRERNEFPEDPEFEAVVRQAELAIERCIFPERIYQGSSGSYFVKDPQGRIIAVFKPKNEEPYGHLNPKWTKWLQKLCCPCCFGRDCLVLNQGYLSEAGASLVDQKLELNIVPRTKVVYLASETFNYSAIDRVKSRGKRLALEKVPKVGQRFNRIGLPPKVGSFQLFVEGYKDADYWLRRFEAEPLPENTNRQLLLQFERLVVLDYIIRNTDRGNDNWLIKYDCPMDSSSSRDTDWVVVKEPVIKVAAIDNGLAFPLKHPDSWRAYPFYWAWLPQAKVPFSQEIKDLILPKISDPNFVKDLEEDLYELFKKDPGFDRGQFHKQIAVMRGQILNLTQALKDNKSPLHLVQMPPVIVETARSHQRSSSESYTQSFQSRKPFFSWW
#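 Compounds are screened against recombinant PI4K2A using PI as substrate and ATP, the latter dispensed at 300 microM. Reactions run one hour at ambient temperature before ADP-Glo detection; full inhibition defined by wells lacking enzyme.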
# Numbers without * were called inactive; i = inactive; ? = inconclusive; · = not tested or not shown; & = joins results of further samples; [ ] = another dose, or the depositor's remark. Unless noted, the call rests on the fitted dose curve; in most records, active means well fitted curve in the direction sought with a large enough effect; inconclusive means small, poorly fitted or top-dose-only effect, or another doubt; inactive means no such curve, though single readings can be large; an effect the other way counts as inactive or inconclusive.
# Start of the listing, in advance:
PI4K2A block | G9a inh | PGK inhibitor | HP1b chromo inh | GLS inhibitor | ERG-DNA inh | JMJD2A Tudor | Pin1 inhibitor | BAZ2B inh | structure
-2 | 1% | 6% | 37% | 6% | 0% | -22% | -1% | -30% | CC(C)(C)c1ccccc1NC(=S)NC1CCCC1
0 | -32%[59 µM] | 9% | 24% | -8% | 7% | -5% | ? | -1% | CCCN(C(=O)Cn1ncc2c1-c1ccccc1OC2)c1cccc(C)c1

# The listing, from the first entry:
PI4K2A block | G9a inh | PGK inhibitor | HP1b chromo inh | GLS inhibitor | ERG-DNA inh | JMJD2A Tudor | Pin1 inhibitor | BAZ2B inh | structure
-2 | 1% | 6% | 37% | 6% | 0% | -22% | -1% | -30% | CC(C)(C)c1ccccc1NC(=S)NC1CCCC1
0 | -32%[59 µM] | 9% | 24% | -8% | 7% | -5% | ? | -1% | CCCN(C(=O)Cn1ncc2c1-c1ccccc1OC2)c1cccc(C)c1
5 | -1%[59 µM] | -9% | 71%[activator] | -1% | -5% | -6% | -1% | 0% | Cc1ccc(NCN2C(=O)C3CC=CCC3C2=O)cc1 (stereo not drawn)
-1 | 35µM* | -9% | ? | -2% | 2% | -54% | -4% | 32µM* | CCOC(=O)c1ccc2[nH]c3c(c2c1)CCCC3
0 | -10% | -3% | 49% | -19% | -4% | -7% | 6% | -4% | CCCc1nnc(NC(=O)C2CCCO2)s1 (stereo not drawn)
2&-6 | 4%[59 µM] | -6% | 6% | -4% | -1% | -4% | 9% | 5% | C[C@@H](CN1CCC(Cc2ccccc2)CC1)[C@@H](O)c1ccc(O)cc1
1 | -1% | 0% | 31% | 1% | 3% | 11% | -8% | 8% | CC1CC(C)CN(CCCNC(=O)c2cc3c(s2)-c2ccccc2OC3)C1 (stereo not drawn)
2 | 6%[12.7 µM] | i | 53%[activator] | -17% | -10% | -4% | -1% | 3% | CCOC(=O)CSc1nnc(-c2ccc(S(=O)(=O)N3CCOCC3)cc2)n1-c1ccccc1
1 | ? | -2% | -22% | 3% | 2% | ? | 1% | ? | CCN(CC)S(=O)(=O)c1nnc(NC(=O)c2ccc(C)cc2)s1
-2 | -5% | -5% | 12% | 0% | -4% | -9% | -10% | -5% | Cn1c(=O)c2c(SCC(=O)Nc3ccccc3F)nc(C3CC3)nc2n(C)c1=O
-12 | -31%[59 µM] | -6% | 20% | 8% | -4% | -6% | 15% | -9% | COc1cccc(-n2c(=O)c3cc(OC)c(OC)cc3n(CC(=O)Nc3ccc(F)cc3)c2=O)c1
-2 | 9% | i | -8% | -1% | -10% | -17% | -1% | -2% | O=C(O)c1sccc1S(=O)(=O)N1CCN(c2ccc(C(F)(F)F)cn2)CC1
6 | ? | -7% | 59% | 23% | -10% | -4% | -2% | -4% | CSCCC(NC(C)=O)C(=O)Oc1ccc2c3c(c(=O)oc2c1)CCCC3 (stereo not drawn)
-1 | -38% | i | 38%[activator] | -6% | 5% | -1% | 9% | -16% | COc1ccc(N2C(=O)C3CCCN3C2c2ccc(C)o2)cc1 (stereo not drawn)
-5 | -3% | i | 74%[activator] | -3% | 8% | -8% | -6% | 5% | c1ccc2c(c1)CCN(c1ncnc3nc[nH]c13)C2
0 | · | i | 15% | 0% | -7% | -12% | 0% | -3% | CC(C)(ONC(=O)Nc1ccccc1Cl)C(=O)O
-3 | -7%[0.501 µM] | i | 38% | 7% | -1% | -7% | -4% | -1% | O=C(NNC(=O)c1ccc(F)cc1)c1ccncc1
1 | ? | -3% | 24% | 9% | -7% | -3% | 2% | 10% | CC1CCCCC1NC(=O)COC(=O)COc1ccc(Cl)cc1 (stereo not drawn)
5 | -3% | 2% | 29% | 1% | -4% | 0% | 1% | 10%[57.1 µM] | O=c1c(Cc2ccccc2)c(O)nc2n1CCS2
3 | -11%[12.7 µM] | 4% | 9% | 0% | -7% | -13% | -15% | -32% | O=C(Nc1ncc2c(n1)-c1ccccc1CC2)c1ccc(F)cc1
-1 | 4%[0.501 µM] | -5%[11.5 µM] | 26% | -4% | · | -12% | -9% | 0% | CS(=O)(=O)N1CCCC(C(=O)N2CCc3ccccc3C2)C1 (stereo not drawn)
0 | 1% | i | 24% | -8% | -2% | -16% | 1% | -1% | COc1ccccc1CCNC(=O)c1cnn2c(C(F)F)cc(C)nc12
-1 | · | -4% | 29% | 12% | -3% | -9% | -4% | · | Cc1ccc(S(=O)(=O)N2[C@@H](c3cccc(C)c3)C(C(=O)O)=C[C@H]2CC2CCCC2)cc1
4 | 4%[59 µM] | 0% | 22% | 6% | -5% | -16% | 1% | 5% | CCOc1ccc(NC(=O)CN2CC(c3ccccc3)CC2=O)cc1 (stereo not drawn)
4 | -15%[59 µM] | 0% | 8% | 7% | -5% | -2% | 1% | 2% | CCN1CC2([N+](=O)[O-])CC=C(OC)C([N+](=O)[O-])(C1)C2 (stereo not drawn)
-2 | · | -9% | 26% | -4% | -7% | -14% | -1% | -9% | CCN1C(=O)[C@H]2[C@@H](c3ccc(C)cc3)N3C(=O)N(c4ccc(C)cc4)C(=O)[C@@]3(Cc3ccccc3)[C@H]2C1=O
-5 | -18%[59 µM] | i | -3% | 0% | -6% | -26% | 35%[activator] | -3% | COc1ccccc1C(=O)Nc1nnc(SCC(=O)Nc2ccc3c(c2)oc2ccccc23)s1
-2 | ? | -6% | -3% | -2% | 1% | -32% | -4% | -25% | Cc1cccc(N2CCN(S(=O)(=O)c3csc(C(N)=O)c3)CC2)c1C
1 | 1%[59 µM] | -6% | 21% | -1% | 8% | 2% | -8% | 2% | O=C(Cn1nnc2ccccc2c1=O)NCCc1ccccc1
-7 | · | -8% | -7% | -8% | 8%[15.4 µM] | ? | 10% | · | O=C(COC(=O)c1ccccc1Cl)NCc1ccco1
0 | 7% | -9% | 7% | -2% | 5% | -14% | -2% | -16% | COc1ccc(Cc2nnc(NC(=O)Nc3ccccc3)s2)cc1OC
-2 | 6%[59 µM] | 2% | 21% | 6% | -3% | -33% | 16% | -11% | CC(C)Oc1cccc(C(=O)NC(=S)Nc2cccc(NC(=O)c3ccccc3Cl)c2)c1
-2 | -6% | 2% | 25% | 1% | -4% | 3% | -8% | -4% | Nc1cc(C(=O)OCC(=O)N2CCN(C(=O)COC(=O)c3ccc(Cl)c(N)c3)CC2)ccc1Cl
0 | 9%[59 µM] | 17% | 10% | 11% | ? | -24% | -1% | -4% | CCN(CC)CCCNc1nc2cc(OC)c(OC)cc2c2nc(-c3cccnc3)nn12
5 | -39%[59 µM] | 5% | 25% | 6% | -5% | -7% | -23% | 8% | O=C(O)CC(NC(=O)c1ccccc1NC(=O)c1ccccc1)C(=O)O (stereo not drawn)
0 | -1% | -9% | 7% | 5% | 1% | -4% | 2% | -5% | CCn1c(CNC(=O)C(C)(C)C)nc2ccccc21
0 | -5%[12.7 µM] | i | -8% | -20% | 5% | 4% | 0% | ? | C=CCNc1nc(-c2cccs2)c(CC(=O)O)s1
1 | ? | i | 28% | 4% | 1% | -18% | 11% | -8% | Cc1ccc(CSC2=Nc3ccccc3C3=NC(CCC(=O)NCCc4ccccc4)C(=O)N23)cc1 (stereo not drawn)
-3 | ? | -1% | 8% | 13% | -2% | -29% | 0% | ? | COc1ccc(C2CC(c3ccc(Br)cc3)Nc3nc(N)nn32)cc1 (stereo not drawn)
0 | 2.5µM* | -10% | -34% | -15% | 19% | ? | -6% | 50µM* | Cc1c(CCOC(=O)c2cc([N+](=O)[O-])cc([N+](=O)[O-])c2)sc[n+]1CC(=O)c1ccc(Br)cc1
-1 | 14% | -3% | 26% | -9% | 13% | -9% | -2% | -1% | Cc1ccc(N2C(=O)N(CC(=O)NCc3ccccc3Cl)C(=O)C2C)cc1 (stereo not drawn)
5 | -1%[59 µM] | 2% | 27% | 4% | -3% | -2% | 0% | 4% | Cc1ccc2c(COC(=O)CC3Sc4ccccc4NC3=O)cc(=O)oc2c1C (stereo not drawn)
2 | 3%[59 µM] | 1% | 49%[activator] | 5% | -9% | 3% | -7% | 4% | CC1=C(C(=O)NCCc2ccc(Cl)cc2)C2(CCCCC2)OC1=O
0 | -4%[0.501 µM] | -3% | 33% | 1% | 2% | -8% | -6% | 3% | CCOC(=O)[C@H]1[C@H]2COc3ccc(OC)cc3[C@@H]2N2C(=O)CN(C)C(=O)[C@@]12C
-10 | 10µM* | -10% | -2% | 26% | -16% | -34% | -6% | ? | O=C(O)/C=C\C(=O)Nc1ccc(N2CCN(c3ccc(Cl)cc3)CC2)cc1
-2 | 3% | 0% | 22% | 0% | 3% | -3% | 6% | -15% | CCN1C(=O)CS/C1=N\S(=O)(=O)c1ccc(C)cc1
-2 | 5%[59 µM] | 0% | 1%&23% | -5% | 2% | ? | 19%&22% | -29% | COc1cc(OC)c2c(-c3ccccc3)cc(=O)oc2c1C(CC(=O)N1CCOCC1)c1ccc2c(c1)OCO2 (stereo not drawn)
